Bioassay records deposited in PubChem by several laboratories.
p97 inhibitor: inhibitors of human p97 ATPase. P55072. recombinant p97 ATPase, Kinase-Glo ATP luminescence, 3 h. inhibition, % at 8 µM. 220,000 compounds, 0.42% hits. AID 1481; in the data active = inhibition above about 15%;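 note: 0% = DMSO vehicle and 100% = wells lacking enzyme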
Furin inh: inhibitors of human furin | P09958 | purified furin, fluorogenic substrate cleavage | inhibition, % at 30 µM | 220,000 compounds, 0.061% hits; in the data active = inhibition above about 25%; note: inactives centre near -15
TbHK1 inh: T. brucei hexokinase 1 inhibition; recombinant TbHK1, G6PDH-coupled NADH A340; inhibition, % at 10 µM; 220,000 compounds, 0.11% hits; AID 1430;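 active = inhibition of 50% or more in the single-dose primary screen; inactive = inhibition below 50%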
PGE2 EP2 inh: EP2 receptor (human) inhibition. P43116. C6 glioma cells expressing human EP2, cAMP TR-FRET; cells stimulated with saturating PGE2. inhibition, % at 25 µM. 260,000 compounds, 0.52% hits. AID 1422;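 active = percent inhibition above 40 after rounding to a whole number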;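 note: rat C6 glioma host cells with rolipram phosphodiesterase inhibitor present; the protocol text gives 20 µM as final concentration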
Target sequence (P43116 whole entry, looked up): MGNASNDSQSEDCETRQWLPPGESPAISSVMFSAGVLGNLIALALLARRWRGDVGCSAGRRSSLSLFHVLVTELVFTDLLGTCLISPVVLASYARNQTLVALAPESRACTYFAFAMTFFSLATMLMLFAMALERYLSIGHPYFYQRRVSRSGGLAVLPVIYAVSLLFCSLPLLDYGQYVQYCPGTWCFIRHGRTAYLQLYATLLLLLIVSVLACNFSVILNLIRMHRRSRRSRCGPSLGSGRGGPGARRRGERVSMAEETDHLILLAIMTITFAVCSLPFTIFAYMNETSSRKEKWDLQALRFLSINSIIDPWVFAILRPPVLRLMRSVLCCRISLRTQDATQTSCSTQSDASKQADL
RBBP9 inh: inhibitors of human serine hydrolase RBBP9; O75884; recombinant RBBP9, FP-Rh probe fluorescence polarization; inhibition, % at 7.94 µM; 220,000 compounds, 0.2% hits; AID 1515;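 active = inhibition above the campaign mean of all tested compounds plus 3 SD, cut at about 14% in these data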;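 note: plate controls were DMSO wells with RBBP9 for no effect and wells lacking RBBP9 protein for full effect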
Target sequence (O75884 whole entry, looked up): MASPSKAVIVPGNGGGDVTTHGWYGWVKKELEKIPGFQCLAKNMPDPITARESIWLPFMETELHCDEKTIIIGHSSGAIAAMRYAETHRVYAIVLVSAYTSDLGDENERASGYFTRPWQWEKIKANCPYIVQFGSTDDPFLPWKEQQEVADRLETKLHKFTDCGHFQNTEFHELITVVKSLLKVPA
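Controls: DMSO-treated enzyme wells and wells lacking RBBP9 | Material: RBBP9 protein | Technique: Fluorescence polarization | Replication: Single well per compound, no replicates | Buffer or medium: Tris-NaCl-Pluronic buffer, pH 8.0 | Timing: 30 min compound preincubation, 45 min probe labeling, 25 °C | Read-out basis: Percent inhibition from mP, scaled between DMSO and no-protein wells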
Ba/F3 V617F tox: lowers viability of Ba/F3 cells expressing EpoR and JAK2V617F; ATP luminescence; inhibition, % at 5.6 µM; 220,000 compounds, 1.1% hits;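 active = inhibition above the campaign mean plus 3 SD over all tested compounds, cut at about 24% in these data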;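 note: cytokine-independent growth of Ba/F3 cells driven by EpoR plus mutant JAK2; 0% = DMSO-treated cells and 100% = JAK inhibitor I control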
BaF3 parental: parental Ba/F3 viability inhibition as JAK2V617F counter-screen. CellTiter-Glo ATP luminescence. inhibition, % at 5.6 µM. 220,000 compounds, 1.1% hits. AID 1486;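 active = inhibition above a per-campaign cutoff, the mean inhibition of all tested compounds plus 3 SD, cut at about 27% in these data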;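 note: 0% = DMSO wells and 100% = JAK Inhibitor I control wells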
PPC-1+TRAIL kill: kills PPC-1 cancer cells in the presence of TRAIL. cell killing (% activity), % at 4 µM. 220,000 compounds, 0.41% hits. PPC-1 cells + TRAIL, ATPLite viability luminescence;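 active = cell killing above 50% in the first pass at 4 µM, then a duplicate retest at 5 µM averaging 50% or more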;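 note: plate controls were cells with TRAIL plus DMSO for no effect and medium-only wells lacking cells for full effect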
NCF1 inh: p47phox (human) inhibition; P14598; p47phox/p22phox peptide binding, fluorescence polarization, 2 h; inhibition, % at 24.7 µM; 220,000 compounds, 0.53% hits; AID 1274;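 active = inhibition above about 30%, limit read from the data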;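 note: 0% = p47phox with labelled peptide and 100% = labelled peptide alone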
Numbers without * were called inactive; . = not tested or not shown; & = joins results of further samples; [ ] = dose if it differs, or a comment.

SMILES	p97 inhibitor	Furin inh	TbHK1 inh	PGE2 EP2 inh	RBBP9 inh	Ba/F3 V617F tox	BaF3 parental	PPC-1+TRAIL kill	NCF1 inh
O=C(NNC(=O)c1sccc1-n1cccc1)c1ccccc1	5	-23[20 µM]	-2	21	4	2	10	11	-10
CCC(=O)N1CCc2cc(S(=O)(=O)NC(C(=O)NCc3ccccc3)C(C)C)ccc21 (stereo not given)	0	-18	-2	9	-4	2	2	1	5
Nc1c2nc(-c3ccccc3)[nH]c(=O)c2nc(=O)n1-c1ccccc1	7	-19	-19	8	7	-5	-5	16	-9
O=C(NC(=S)NCC1CCCO1)c1ccc(Cl)cc1Cl (stereo not given)	-1	-28	-16	2	-6	-2	4	22	-4
COc1coc(C(O)CN)cc1=O (stereo not given)	-4	-18	-1	7	-5	6	8	-3	-1
COC(=O)Cc1ccc(N(Cc2ccccc2F)S(=O)(=O)c2ccc(Cl)cc2)cc1	1	-10	4	6	-5	-2	4	-7	1
O=C(NC1(C(F)(F)F)N=C2SCCN2C1=O)c1ccco1 (stereo not given)	4	-16	7	12	2	2	2	10	-10
Cc1ccc(C(=O)NC(N2CCCC2)C(Cl)(Cl)Cl)cc1 (stereo not given)	4	-18[20 µM]	-5	7	2	-4	1	9	-11
CCOc1ccc(-n2c(O)c(/C=N/Nc3nnc(C)c(=O)[nH]3)c3ccccc3c2=O)cc1	5	-14	3	4	-5	-1	4	10	-44
CCOC(=O)C(=O)Nc1ccc(S(=O)(=O)Nc2ncccn2)cc1	3	-12[20 µM]	2	6	0	0	5	13	1
COc1ccc(/C(C)=N/NC(=O)C2C3CCCCC32)c(OC)c1 (stereo not given)	-4	-7	-1	9	-12	2	2	6	7
Brc1cc(Cc2nnc(-c3ccccc3)o2)c(Br)s1	3	-4	-10	10	-9	-5	3	4	-14
O=C(Nc1ncc2c(n1)CC(c1ccco1)CC2=O)c1ccccc1 (stereo not given)	3	-11[20 µM]	9	.	2	-5	1	58*	-7
O=C(Nc1cccnc1)c1cc(-c2ccco2)on1	4	-11	2	4	2	-1	4	8	-16
CC(=O)c1c(C)[nH]c(C(=O)CN2C(=O)NC(C)(CCC(C)C)C2=O)c1C (stereo not given)	0	-16	-1	12	1	-2	1	25	-7

Shown with values under each structure: part of the list above.
Every second line gives: p97 inhibitor	Furin inh	TbHK1 inh	PGE2 EP2 inh	RBBP9 inh	Ba/F3 V617F tox	BaF3 parental	PPC-1+TRAIL kill	NCF1 inh
- Brc1cc(Cc2nnc(-c3ccccc3)o2)c(Br)s1
 : 3	-4	-10	10	-9	-5	3	4	-14
- O=C(Nc1cccnc1)c1cc(-c2ccco2)on1
 : 4	-11	2	4	2	-1	4	8	-16
- O=C(NC(=S)NCC1CCCO1)c1ccc(Cl)cc1Cl (stereo not given)
 : -1	-28	-16	2	-6	-2	4	22	-4

Additional results:
SMILES	p97 inhibitor	Furin inh	TbHK1 inh	PGE2 EP2 inh	RBBP9 inh	Ba/F3 V617F tox	BaF3 parental	PPC-1+TRAIL kill	NCF1 inh
O=c1c2c([nH]c3ccccc13)CCCCC2	6	-23	-4	10	-2	-6	1	28	-21
CN(C)CCSc1nnc(-c2ccccc2)o1	4	5	-5	10	-6	-3	1	-22	-11
CCN(CC)C(=O)CSc1nnc(-c2ccco2)n1Cc1ccco1	-2	-4	3	1	0	1	3	2	-11
CC(C)n1c(N2CCN(CC(=O)NCc3cccs3)CC2)nc2ccccc21	-1	-20	3	7	-1	0	1	23	-13
CCNC(=O)CCC(=O)Nc1cc(Cl)ccc1C	6	-11	0	11	-2	-1	4	8	-5
CCn1c(SCC(=O)NC(C)c2ccccc2)nc2ccccc21 (stereo not given)	-6	-6[20 µM]	-3	10	-7	1	3	-10	-3
CCN(CC(=O)Nc1ccc2c(c1)OCCO2)c1nc(-c2cccnc2)nc2ccccc12	6	-17	-15	10	-13	1	2	-24	-21
O=C(CCCCCC(=O)N(CCO)CCO)N(CCO)CCO	3	-15	2	14	0	3	2	11	-21
Cc1cc(NC(=O)c2ccc3c(c2)OCO3)ccc1NC(=O)c1ccco1	-30	-12[20 µM]	3	14&15	-5	-1	4	17	2
COc1cc(NC(=S)N2CCN(c3ccccn3)CC2)c(OC)cc1Cl	5	-34	4	6	-2	-5	-1	-1	-10
Fc1ccc(CSc2ncnc3ccccc23)cc1	-3	-18	-3	6	-8	2	0	12	2
O=C(CCCOc1ccc(Cl)cc1Cl)Nc1ccccn1	3	-19	0	4	-6	-4	7	4	-5
CC(C)CCSc1nnc(N)s1	0	-22	-10	6	0	-1	-1	9	-9
Cc1ccccc1-c1nc(CS(=O)CC(=O)NCCN2CCN(Cc3ccccc3)CC2)c(C)o1 (stereo not given)	-5	-13	7	6	0	-2	2	17	3
CCn1c2ccccc2c2c3ncc4cccn4c3ccc21	15*	-12	-7	14	-11	-2	0	19	-54
CC(NC(=O)c1sc2cc([N+](=O)[O-])ccc2c1Cl)C(C)(C)C (stereo not given)	3	-6	25	6	-3	-1	8	11	-4
CCc1cccc(CC)c1NC(=O)COC(=O)c1cccc(S(=O)(=O)N2CCc3ccccc3C2)c1	2	-20	4	2	-8	2	6	6	-10
CCCCNC(=O)NS(=O)(=O)c1ccc(NS(=O)(=O)c2ccccc2)cc1	0	-20	0	8	0	1	5	-8	-12
CCc1ccc(OCCNC(=O)c2cc(SC)ccc2Cl)cc1	-7	-14	-4	.	-2	-4	1	-9	-7
CCN(CC)S(=O)(=O)c1ccc(C(=O)NCCc2ccccn2)cc1	0	-13	2	8	7	3	6	9	-8
C(#Cc1ccccc1)CN1CCOCC1	2	-31	-2	4	-5	0	0	13	-13
Cc1nn(S(=O)(=O)c2cccs2)c(C)c1Sc1ccc([N+](=O)[O-])cc1	0	-12	-9	15	0	-4	3	-22	-9
COc1cc(OC)cc(-c2nnc(SCC(=O)N3CCCc4ccccc43)o2)c1	-3	-12[20 µM]	4	16	-6	-1	9	26	-9
CO/N=C/C(C#N)=C/c1cc(C(=O)c2ccc(F)cc2)cn1C	8	-18	-4	7	2	-2	2	1	6
COc1ccc(C(=O)Cn2c(NCCO)nc3ccccc32)cc1OC	1	-16[20 µM]	-4	.	1	-2	3	4	3
O=C(Nc1ccc(C(=O)N2CCOCC2)cc1)c1cccc([N+](=O)[O-])c1	3	-31	2	5	-1	3	1	10	.
COc1ccc(C(CNC(=O)c2cc(F)c(F)c(F)c2F)N2CCOCC2)cc1 (stereo not given)	-4	-33	-3	9	-5	4	9	0	-10
Cc1ccccc1Oc1ccc(NC(=O)C2CC=CCC2C(=O)O)cc1 (stereo not given)	0	-16	-10	18	1	1	6	15	-6
Fc1c(F)c(F)c(CSc2nc3ccccc3[nH]2)c(F)c1F	3	-18[20 µM]	13	18	-2	-3	4	2	-7
CCn1ncc(NC(=S)Nc2ccc3c(c2)OCO3)c1C(N)=O	1	-17	-4	6	-7	1	14	10	-6

Full records from above.
Profile of CCc1ccc(OCCNC(=O)c2cc(SC)ccc2Cl)cc1 → p97 inhibitor = -7; Furin inh = -14; TbHK1 inh = -4; PGE2 EP2 inh = .; RBBP9 inh = -2; Ba/F3 V617F tox = -4; BaF3 parental = 1; PPC-1+TRAIL kill = -9; NCF1 inh = -7
Profile of CCCCNC(=O)NS(=O)(=O)c1ccc(NS(=O)(=O)c2ccccc2)cc1 → p97 inhibitor = 0; Furin inh = -20; TbHK1 inh = 0; PGE2 EP2 inh = 8; RBBP9 inh = 0; Ba/F3 V617F tox = 1; BaF3 parental = 5; PPC-1+TRAIL kill = -8; NCF1 inh = -12

Next section
SMILES	p97 inhibitor	Furin inh	TbHK1 inh	PGE2 EP2 inh	RBBP9 inh	Ba/F3 V617F tox	BaF3 parental	PPC-1+TRAIL kill	NCF1 inh
COC(=O)N/N=C/c1cc(OC)c(O)c([N+](=O)[O-])c1	-4	-7	-34	3	-7	-2	5	-2	-4
S=C1Nc2cc(Cl)ccc2Sc2ccccc21	1	-13	-19	7	-5	-1	7	-1	-2
COc1cccc(C(=O)N2CCN(S(=O)(=O)Cc3ccccc3)CC2)c1	-1	-26	-3	8	-9	0	1	-1	0
O=C1CC(N(C(=O)c2ccco2)c2cccc(Cl)c2)C(=O)N1c1cccc(Cl)c1 (stereo not given)	0	-11[20 µM]	-7	11	-1	1	3	-19	-11
CCOC(=O)C1(O)CSc2nc3sc(C(=O)O)c(C)c3c(=O)n21 (stereo not given)	-3	-8[20 µM]	-17	1	-3	3	4	10	-2
O=C(NCc1cccc(CNC(=O)C(=O)NCC2CCCO2)c1)C(=O)NCC1CCCO1 (stereo not given)	1	-3	-4	3	-8	0	1	4	3
O=C(O)Cc1ccc(NC(=O)c2cccc(NC(=O)c3ccco3)c2)cc1	3	-26	-7	3	-6	-4	0	6	-6
Cc1cc(C)nc(NNC(=O)c2ccccc2O)n1	4	-13	-12	12&3	-2	-2	4	16	3
Cc1cc(C)cc(NS(=O)(=O)c2ccc(NC(=S)NC(=O)c3ccc(Br)o3)cc2)c1	-5	-4[20 µM]	-5	10	-49	-1	2	20	-15
Cc1ccc(Cn2c(SCC(=O)N/N=C/c3ccc(C)o3)nc3ccccc32)cc1	-3	-7[20 µM]	-2	8	-5	-2	1	7	-3
COC(=O)[C@H](CCSC)NC(=O)Nc1cc(C)ccc1C	8	-20[20 µM]	-3	11	-1	-6	1	22	-7

This is a subset; count on the stated rates, not on these rows.
